AI-2 QS mod – Vibrio harveyi AI-2 quorum sensing modulation | Vibrio harveyi JMH597 AI-2 luminescence/OD600 ratio, 9 h; hits give low values; strain lacks LuxN and CqsS sensors; 0 = neutral-control median | activity change, % at 7.5 µM | actives 0.4% (n = 300,000) | AID 2094; in the data active = activity change below about -75%, passing the limit was not always enough; inconclusive = no clear call, values can overlap the other calls;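 also: luminescence divided by OD600 gain over 9 h not by final OD600 alone; inactives centre near 13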
KLF5 inhibitor – kruppel-like factor 5 inhibition. DLD-1 KLF5 promoter-luciferase reporter, luminescence. inhibition, % at 5 µM. actives 0.23% (n = 290,000). AID 1700;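 active = inhibition above a per-plate limit of that plate's mean compound inhibition plus 3 SD, cut at about 60% in these data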;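 also: 0% = DMSO wells and 100% = LY294002 at 200 µM; higher means less KLF5 promoter-driven luciferase light; inactives centre near -14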
HSF1 activator – increases HSF-1 driven luciferase reporter signal; activation, % at 9 µM; actives 1.7% (n = 300,000); AID 504408; NIH3T3-HGL HSF-1 luciferase reporter, MG132, 8 h; 100% = twice DMSO control signal;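 active = mean replicate activation of at least 50% with a set share of replicates each reaching 50%; inconclusive = only one of those two conditions met; inactive = mean below 50% and too few replicates reaching it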;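 also: 0% = median of the neutral control wells and 100% = twice that signal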
aSyn 5UTR inh – 5' untranslated region of α-synuclein, MLPCN primary screen; alpha-synuclein 5'UTR reporter, inhibitor activity; inhibition, % (tested at 7.5 µM); actives 0.82% (n = 300,000); in the data active = inhibition above about 60%; inconclusive = no clear call, values can overlap the other calls;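 also: H4 neuroglioblastoma cells stably carrying SNCA 5'UTR luciferase fusion; 0% = DMSO wells and 100% = positive control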
GSK3B inh – human GSK3beta kinase inhibition. P49841. GST-GSK3beta kinase, ADP-Glo luminescence, 60 min; hits give low values. activity score (negative = inhibition), % at 10 µM. actives 0.038% (n = 300,000);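 active = more than half of replicate wells score below -50%, meaning over 50% inhibition versus plate controls; inconclusive = some replicates but at most half score below -50%; inactive = no replicate scores below -50%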;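 also: 0% = median DMSO wells and -100% = median GW8510 positive control wells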
Target sequence (P49841 whole entry, looked up): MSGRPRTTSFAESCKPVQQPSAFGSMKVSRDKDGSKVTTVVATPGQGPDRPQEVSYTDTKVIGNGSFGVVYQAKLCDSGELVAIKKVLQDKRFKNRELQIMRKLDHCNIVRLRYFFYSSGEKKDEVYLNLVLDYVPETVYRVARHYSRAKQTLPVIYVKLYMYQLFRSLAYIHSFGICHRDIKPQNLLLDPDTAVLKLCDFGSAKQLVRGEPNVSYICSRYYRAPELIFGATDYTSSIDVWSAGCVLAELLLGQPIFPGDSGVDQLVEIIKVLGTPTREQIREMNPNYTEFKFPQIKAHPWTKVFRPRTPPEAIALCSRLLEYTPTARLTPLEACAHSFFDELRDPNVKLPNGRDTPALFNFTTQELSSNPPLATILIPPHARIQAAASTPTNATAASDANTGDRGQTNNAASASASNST
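Assay system: GST-fused GSK3beta enzyme, cell-free / Medium: Tris pH 7.5 buffer with MgCl2, DTT, BSA, heparin / Also added: peptide substrate plus 25 µM ATP (final) / Compound: 10 µM single point / Timing: kinase reaction with compound 60 min at room temperature / Detection: ADP-Glo luminescence / Benchmarks: DMSO neutral wells and GW8510 at 20 µM as positive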
IEC-6 cytotox – IEC-6 cytotoxicity, counter-screen for KLF5 inhibitors. luminescence viability. inhibition, % at 5 µM. actives 0.78% (n = 290,000); in the data active = inhibition above about 22%;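 also: 0% = plate median of test compound wells and 100% = cytotoxic reference compound wells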
HSP90 refold inh – HSP90 refolding inhibition in rabbit reticulocyte lysate; luciferase refolding luminescence, 3 h; actives 0.91% (n = 290,000); inhibition, % at 5.6 µM;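 active = inhibition above the screen-wide mean plus 3 SD, computed separately per campaign, cut at about 16% in these data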;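 also: 0% = DMSO wells and 100% = 60 µM geldanamycin wells; inhibitors lower the luminescence because luciferase stays unfolded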
HIF activator – HIF pathway transcriptional activation. U2OS HRE-luciferase reporter, luminescence; normalized: DMSO 0%, desferrioxamine 100%. activation, % at 7.5 µM (by protocol). actives 0.32% (n = 300,000);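 active = mean activation of at least 10% of the iron chelator positive control signal, with at least half of replicates also reaching 10%; inconclusive = mean and replicate majority disagree about reaching 10%; inactive = mean and most replicates under 10%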
HSF1 inhib – HSF1 inhibition; NIH3T3-HGL HSE-luciferase, MG132-induced, luminescence 8 h; hits give low values; activity change, negative = inhibition, % at 7.5 µM (by protocol); actives 0.77% (n = 300,000); AID 2098;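 active = more than half of replicate wells show activity change below -50%, luminescence cut by over half; inconclusive = some wells, but at most half, below -50%; inactive = no replicate well below -50%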;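 also: luciferase reports HSF-1 transcriptional activity via heat shock element; 0% = median of DMSO wells and -100% = zero luminescence signal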
GSK3 alpha inh – human GSK-3 alpha kinase inhibition. P49840. ADP-Glo luminescence, 60 min. inhibition, % at 10 µM. actives 0.1% (n = 320,000). AID 2650;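 in the data active = inhibition above about 50%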;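 also: GST-tagged GSK-3 alpha with peptide substrate and 25 µM ATP; 0% = DMSO neutral wells and 100% = GW8510 positive control wells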
Target sequence (P49840 whole entry, looked up): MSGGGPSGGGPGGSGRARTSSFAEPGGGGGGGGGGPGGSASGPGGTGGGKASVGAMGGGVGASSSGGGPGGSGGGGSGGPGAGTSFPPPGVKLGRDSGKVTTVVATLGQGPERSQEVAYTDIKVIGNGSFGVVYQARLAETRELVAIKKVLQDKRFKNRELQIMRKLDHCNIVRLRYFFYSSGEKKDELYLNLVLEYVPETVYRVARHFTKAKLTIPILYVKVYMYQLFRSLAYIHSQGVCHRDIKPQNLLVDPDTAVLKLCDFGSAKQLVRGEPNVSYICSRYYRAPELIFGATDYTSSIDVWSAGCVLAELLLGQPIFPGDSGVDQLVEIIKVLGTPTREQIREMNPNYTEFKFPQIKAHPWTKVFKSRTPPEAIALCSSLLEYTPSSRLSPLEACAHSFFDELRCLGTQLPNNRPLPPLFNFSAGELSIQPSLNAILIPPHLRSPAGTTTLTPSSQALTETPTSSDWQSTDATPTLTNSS
An asterisk follows results filed as active. Random draw from the library, and some 4.7% of all compounds hit somewhere here.

For Cc1cc(C(F)(F)F)nc(NCc2ccc(F)cc2)n1 the results were AI-2 QS mod 6, KLF5 inhibitor -10, HSF1 activator -7, aSyn 5UTR inh -2, GSK3B inh 3, IEC-6 cytotox -2, HSP90 refold inh -2, HIF activator -0.8, HSF1 inhib -5 and GSK3 alpha inh -2.
Screening COC(=O)c1oc2ccc(Br)cc2c1NC(=O)CCCN1C(=O)c2ccccc2C1=O returned AI-2 QS mod 10, KLF5 inhibitor -23, HSF1 activator -36, aSyn 5UTR inh -6, GSK3B inh -3, IEC-6 cytotox 3, HSP90 refold inh -5, HIF activator 0.0, HSF1 inhib -24 and GSK3 alpha inh -3.
COc1cccc(/C=N/NC(=O)c2ccoc2C)c1 was read as AI-2 QS mod -3, KLF5 inhibitor -124, HSF1 activator 24, aSyn 5UTR inh -125, GSK3B inh -5, IEC-6 cytotox 6, HSP90 refold inh 6, HIF activator 3.4, HSF1 inhib 8 and GSK3 alpha inh -3.
`Cc1cc(NC(=O)CCC(=O)N(CCC(C)C)CC(=O)NCC2CCCO2)no1` (stereo unspecified) gave AI-2 QS mod -2, KLF5 inhibitor -23, HSF1 activator 6, aSyn 5UTR inh 7, GSK3B inh 5, IEC-6 cytotox -1, HSP90 refold inh -1, HIF activator 0.3, HSF1 inhib 1 and GSK3 alpha inh 4.
COC(=O)c1cc2sccc2n1Cc1ccc(C)cc1 was read as AI-2 QS mod 4, KLF5 inhibitor -3, HSF1 activator -2, aSyn 5UTR inh 33, GSK3B inh 2, IEC-6 cytotox 12, HSP90 refold inh 10, HIF activator -1.0, HSF1 inhib 2 and GSK3 alpha inh 3.
CCc1nnc(N2C(=N)SCC2=O)s1 was read as AI-2 QS mod 87, KLF5 inhibitor -16, HSF1 activator -6, aSyn 5UTR inh -2, GSK3B inh 4, IEC-6 cytotox -6, HSP90 refold inh 1, HIF activator -0.3, HSF1 inhib -5 and GSK3 alpha inh -2.
O=c1oc2ccccc2c(O)c1C=Nc1cccnc1 was read as AI-2 QS mod 3, KLF5 inhibitor -31, HSF1 activator 19, aSyn 5UTR inh 12, GSK3B inh 4, IEC-6 cytotox 4, HSP90 refold inh -2, HIF activator -0.7, HSF1 inhib 4 and GSK3 alpha inh -4.
CCOC(=O)CCS(=O)(=O)c1nc(-c2ccccc2)cc(C(F)(F)F)n1 was read as AI-2 QS mod 19, KLF5 inhibitor -13, HSF1 activator 12, aSyn 5UTR inh -129, GSK3B inh -2, IEC-6 cytotox 8, HSP90 refold inh 5, HIF activator 10*, HSF1 inhib inconclusive and GSK3 alpha inh -2.
Cc1cc(C)cc(C(=O)NCC(=O)OCc2cc([N+](=O)[O-])cc3c2OCOC3)c1 was read as AI-2 QS mod -5, KLF5 inhibitor -17, HSF1 activator 22, aSyn 5UTR inh 5, GSK3B inh -1, IEC-6 cytotox 7, HSP90 refold inh -2, HIF activator 0.0, HSF1 inhib 9 and GSK3 alpha inh -1.
For S=c1nc(Cc2ccc(Cl)cc2)[nH]c2ccccc12 the results were AI-2 QS mod 17, KLF5 inhibitor -8, HSF1 activator 15, aSyn 5UTR inh 8, GSK3B inh 2, IEC-6 cytotox 0, HSP90 refold inh -1, HIF activator -0.3, HSF1 inhib -5 and GSK3 alpha inh -2.
For O=C(Nc1cc(Cl)c(Cl)cc1Cl)c1cccnc1 the results were AI-2 QS mod 21, KLF5 inhibitor -36, HSF1 activator -3, aSyn 5UTR inh -6, GSK3B inh -2, IEC-6 cytotox 6, HSP90 refold inh -6, HIF activator -0.4, HSF1 inhib 2 and GSK3 alpha inh -1.
`C[n+]1c(/C=C/c2ccc3c(c2)OCO3)ccc2ccccc21` gave AI-2 QS mod 3, KLF5 inhibitor -28, HSF1 activator -76, aSyn 5UTR inh -150, GSK3B inh 1, IEC-6 cytotox 3, HSP90 refold inh 32*, HIF activator 1.3, HSF1 inhib -72* and GSK3 alpha inh -3.
`O=C(NCc1ccco1)c1ccc(COc2ccccc2Cl)cc1` gave AI-2 QS mod 23, KLF5 inhibitor -42, HSF1 activator 13, aSyn 5UTR inh -55, GSK3B inh 1, IEC-6 cytotox 6, HSP90 refold inh 1, HIF activator 0.4, HSF1 inhib 10 and GSK3 alpha inh 8.
Screening COc1ccc2[nH]c(C)c(CCNC(=S)Nc3ccc(C)cc3)c2c1 returned AI-2 QS mod 3, KLF5 inhibitor -14, HSF1 activator 4, aSyn 5UTR inh -3, GSK3B inh 4, IEC-6 cytotox -3, HSP90 refold inh -1, HIF activator 0.0, HSF1 inhib 0 and GSK3 alpha inh 0.
For Cc1ccc(C)c(OCCC(=O)OCC(=O)NC2CCS(=O)(=O)C2)c1 (stereo unspecified) the results were AI-2 QS mod 7, HSF1 activator 5, aSyn 5UTR inh 6, GSK3B inh -1, HIF activator 0.0, HSF1 inhib -1 and GSK3 alpha inh -1.
`OCCN=C(c1ccccc1)C12CN3CN(CN(C3)C1)C2` gave AI-2 QS mod 20, KLF5 inhibitor -24, GSK3B inh 5, IEC-6 cytotox 2, HSP90 refold inh 6 and GSK3 alpha inh 3.
CCOc1ccc2c(c1)c(N=Nc1cccc(C(=O)O)c1)c(O)n2C was read as AI-2 QS mod 35, KLF5 inhibitor -10, HSF1 activator 1, aSyn 5UTR inh -179, GSK3B inh 3, IEC-6 cytotox 0, HSP90 refold inh 27*, HIF activator 1.2, HSF1 inhib -6 and GSK3 alpha inh 8.
Screening Cc1cc(C)cc(OCc2nc3ncc(Br)cc3[nH]2)c1 returned AI-2 QS mod 25, KLF5 inhibitor -14, HSF1 activator -9, aSyn 5UTR inh -9, GSK3B inh -4, IEC-6 cytotox 10, HSP90 refold inh 5, HIF activator 0.4, HSF1 inhib -7 and GSK3 alpha inh -3.
`Cn1cc(C(=O)Nc2ccc(Cl)c(Cl)c2)cn1` gave AI-2 QS mod 20, HSF1 activator 30, aSyn 5UTR inh -85, GSK3B inh 2, HIF activator 3.2, HSF1 inhib 3 and GSK3 alpha inh 0.
Screening Cc1ccc(NC(=O)Nc2c(C)n(C)n(-c3ccccc3)c2=O)cc1 returned AI-2 QS mod 13, KLF5 inhibitor -8, HSF1 activator 9, aSyn 5UTR inh 19, GSK3B inh 1, IEC-6 cytotox -2, HSP90 refold inh -5, HIF activator -0.8, HSF1 inhib -7 and GSK3 alpha inh 1.
Screening Nc1nc(-c2cccnc2)nc(N2CCCCC2)n1 returned AI-2 QS mod 13, KLF5 inhibitor -8, HSF1 activator -2, aSyn 5UTR inh 4, GSK3B inh -2, IEC-6 cytotox 0, HSP90 refold inh -1, HIF activator 0.3, HSF1 inhib -7 and GSK3 alpha inh 0.
Cn1cc(S(=O)(=O)N2CCc3ccccc32)cc1C(=O)NC(C)(C)C was read as AI-2 QS mod -2, KLF5 inhibitor -6, HSF1 activator -3, aSyn 5UTR inh 1, GSK3B inh 0, IEC-6 cytotox 13, HSP90 refold inh 1, HIF activator 0.4, HSF1 inhib -1 and GSK3 alpha inh 0.
Screening OCCN1C2=NCCCN2c2ccccc21 returned AI-2 QS mod -10, KLF5 inhibitor -2, HSF1 activator -6, aSyn 5UTR inh 9, GSK3B inh 1, IEC-6 cytotox 1, HSP90 refold inh 5, HIF activator 1.4, HSF1 inhib -1 and GSK3 alpha inh -1.
`O=C1Nc2ccccc2C12OCCS2` (stereo unspecified) gave AI-2 QS mod 24, HSF1 activator -4, aSyn 5UTR inh 5, GSK3B inh -5, HIF activator -0.2, HSF1 inhib 0 and GSK3 alpha inh -2.
CN(C)CCCN(C(=O)c1cc(-c2cccs2)nc2ccccc12)c1nc2ccc(F)cc2s1 was read as AI-2 QS mod 5, KLF5 inhibitor -35, HSF1 activator 32, aSyn 5UTR inh 99*, GSK3B inh 1, IEC-6 cytotox -1, HSP90 refold inh 6, HIF activator 0.9, HSF1 inhib 5 and GSK3 alpha inh 0.
CNC(=O)CSc1nc2cccnc2n1C1CCCCC1 was read as AI-2 QS mod 19, KLF5 inhibitor -8, HSF1 activator -1, aSyn 5UTR inh 40, GSK3B inh 5, IEC-6 cytotox -3, HSP90 refold inh -3, HIF activator 0.2, HSF1 inhib -5 and GSK3 alpha inh 2.
Screening O=C(N/N=C/C(Cl)=C/c1ccccc1)c1ccco1 returned AI-2 QS mod 13, KLF5 inhibitor -108, HSF1 activator 54*, aSyn 5UTR inh -158, GSK3B inh 3, IEC-6 cytotox -2, HSP90 refold inh 0, HIF activator 1.7, HSF1 inhib 4 and GSK3 alpha inh 2.
For COc1ccc(CCNC(=O)c2ccc3c(c2)NC(=O)C(C(C)C)N3)cc1OC (stereo unspecified) the results were AI-2 QS mod 15, KLF5 inhibitor -26, HSF1 activator 7, aSyn 5UTR inh 12, GSK3B inh 1, IEC-6 cytotox 8, HSP90 refold inh -2, HIF activator 0.0, HSF1 inhib -2 and GSK3 alpha inh -1.
Screening COCc1cc(OC)nc(-c2csc(C)n2)n1 returned AI-2 QS mod 0, KLF5 inhibitor 0, GSK3B inh -3, IEC-6 cytotox 3, HSP90 refold inh 2 and GSK3 alpha inh -2.
For CCCNC(=O)COC(=O)c1ccccc1C(=O)c1ccc(Cl)c([N+](=O)[O-])c1 the results were AI-2 QS mod -8, KLF5 inhibitor -24, HSF1 activator -11, aSyn 5UTR inh -31, GSK3B inh 2, IEC-6 cytotox -12, HSP90 refold inh 2, HIF activator -7.8, HSF1 inhib inconclusive and GSK3 alpha inh 3.
For Cc1nc(N)sc1C(=O)N/N=C/c1ccc([N+](=O)[O-])cc1 the results were AI-2 QS mod 15, KLF5 inhibitor -32, HSF1 activator 27, aSyn 5UTR inh -9, GSK3B inh -1, IEC-6 cytotox 4, HSP90 refold inh 10, HIF activator -0.3, HSF1 inhib 6 and GSK3 alpha inh 0.

An excerpt of the results above:
For Cc1cc(C(F)(F)F)nc(NCc2ccc(F)cc2)n1 the results were AI-2 QS mod 6, KLF5 inhibitor -10, HSF1 activator -7, aSyn 5UTR inh -2, GSK3B inh 3, IEC-6 cytotox -2, HSP90 refold inh -2, HIF activator -0.8, HSF1 inhib -5 and GSK3 alpha inh -2.
Screening COC(=O)c1oc2ccc(Br)cc2c1NC(=O)CCCN1C(=O)c2ccccc2C1=O returned AI-2 QS mod 10, KLF5 inhibitor -23, HSF1 activator -36, aSyn 5UTR inh -6, GSK3B inh -3, IEC-6 cytotox 3, HSP90 refold inh -5, HIF activator 0.0, HSF1 inhib -24 and GSK3 alpha inh -3.
